# Screening results from PubChem BioAssay.
# LAP4-GFP MLPCN = modulators of TOR pathway LAP4-GFP in S. cerevisiae. S. cerevisiae LAP4-GFP multiplex, flow cytometry GFP, 3 h; median GFP as percent of DMSO wells. AID 2023. 320,000 compounds, 0.34% hits. GFP response vs DMSO, % at 10 µM;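 active means GFP response vs DMSO above a set limit, about the screen mean plus 3 SD, cut at about 150% in these data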
# RPL19A TOR yeast = alters RPL19A-GFP fluorescence in TOR pathway yeast screen. 330,000 compounds, 0.3% hits. S. cerevisiae RPL19A-GFP strain, flow cytometry, 3 h; active compounds read low. percent response vs DMSO, % at 10 µM;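 active means percent response vs DMSO below 50%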;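 further: median channel GFP fluorescence of the barcoded RPL19A-GFP strain; ratio of sample median GFP to plate DMSO average so 100% = DMSO; lower means less RPL19A-GFP as with rapamycin TOR inhibition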
# MEP2-GFP yeast = alters MEP2-GFP fluorescence in TOR pathway yeast screen. S. cerevisiae MEP2-GFP strain, flow cytometry GFP, 3 h; 100% = DMSO control level. GFP response vs DMSO, % at 10 µM. 330,000 compounds, 0.51% hits. AID 2016;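 active means GFP response versus DMSO above a set limit, roughly screen mean plus 3 SD, cut at about 180% in these data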;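 further: median GFP fluorescence of the barcode-gated MEP2-GFP cells per well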
# The depositor's hits bear a star. Only part of the results is shown; rates above refer to the full screens.
# A first look, 2 compounds:
1: O=C(NNC(=O)c1ccncc1)Nc1cccc(C(F)(F)F)c1
2: NC(N)=NC(=S)Nc1ccc(Cl)cc1
assay / compound	1	2
LAP4-GFP MLPCN	86	93
RPL19A TOR yeast	100	104
MEP2-GFP yeast	97	105

# The listing, from the first entry:
1: O=C(NNC(=O)c1ccncc1)Nc1cccc(C(F)(F)F)c1
2: NC(N)=NC(=S)Nc1ccc(Cl)cc1
3: COc1cccc(CN2CCNC(=O)C2CC(=O)N(C)Cc2nc(C)cs2)c1OC (stereo not drawn)
4: CCOC(=O)COn1c(=O)c(-c2ccc(Cl)cc2)[n+]([O-])c2ccccc21
5: COc1ccc(OC)c(CNC(=O)C2CCC(=O)N(CCCN3CCCC3=O)C2)c1 (stereo not drawn)
6: CNC(=O)C(C)N1c2cccc3cccc(c23)S1(=O)=O (stereo not drawn)
7: Cc1c(O)ccc2c(CC(=O)N[C@@H](Cc3ccccc3)C(=O)O)cc(=O)oc12
8: COc1cc(CNc2ccc3[nH]c(=O)[nH]c3c2)ccc1OCc1ccc(C)cc1
assay / compound	1	2	3	4	5	6	7	8
LAP4-GFP MLPCN	86	93	81	98	81	97	93	93
RPL19A TOR yeast	100	104	103	105	105	103	103	101
MEP2-GFP yeast	97	105	105	106	99	100	104	101

9: CCCCN(CC)C(=O)Cn1ncc2c3ccccc3n(CCC)c2c1=O
10: Cc1cc(C)cc(-n2ncc3c2CCCC3NC(=O)CCN2Cc3ccccc3C2=O)c1 (stereo not drawn)
11: O=C1NC(=O)/C(=C/c2ccc(-c3cccc([N+](=O)[O-])c3)o2)S1
12: S=C(Nc1nc2c(s1)CCCC2)NC1CC1
13: Cc1onc(-c2ccccc2)c1C(=O)N/N=C/c1ccc(O)c([N+](=O)[O-])c1
14: COC(=O)c1ccccc1-n1c(C)nc(=O)c(-c2ccccc2)c1C
15: Cc1c(C)c2c(OCC(=O)NCC(C)C)cc3c(c2oc1=O)CCC(C)(C)O3
16: c1ccc(CCCN2CCN(c3ccccn3)CC2)cc1
assay / compound	9	10	11	12	13	14	15	16
LAP4-GFP MLPCN	96	66	102	94	74	94	92	98
RPL19A TOR yeast	102	107	109	115	104	110	100	105
MEP2-GFP yeast	103	96	122	106	101	111	103	106

17: O=C(CCn1cccn1)N1CCCC(N2CCN(c3cccc(Cl)c3)CC2)C1 (stereo not drawn)
18: CCCc1ccc(OCC(O)CN2CCCC2)cc1 (stereo not drawn)
19: Cc1ccc2[nH]cc(/C=C/c3cc[n+](C)cc3)c2c1
20: CCC1CCC/C1=N\NC(=O)c1ccoc1C (stereo not drawn)
21: O=[N+]([O-])c1ccc(N=Nc2ncc[nH]2)cc1
22: CCCc1ccc(S(=O)(=O)NCC2CCCN2CC)cc1 (stereo not drawn)
23: Cc1ccc(C(=O)Nc2ccc(C(=O)NCC3CCCO3)cc2)cc1 (stereo not drawn)
24: Cc1ccccc1CN1CCN(C(=O)c2ccc(F)cc2)CC1
assay / compound	17	18	19	20	21	22	23	24
LAP4-GFP MLPCN	66	98	151*	74	112	95	92	102
RPL19A TOR yeast	111	105	115	115	109	103	103	109
MEP2-GFP yeast	100	101	217*	104	126	106	100	120

25: COc1ccc(OCCN(C)CC(=O)Nc2c(C)cccc2C)cc1
26: COc1ccc(CCNc2ncnc3sc(C)cc23)cc1OC
27: Cc1nn(C(=O)N(C)C)c(C)c1CN1C(=O)c2ccccc2C1=O
28: C=CCOc1ccc(/C=N/NC(=O)C2CCCC2)cc1OCC
29: COc1ccc(OC)c2c1cc(C(=O)N[C@@H](Cc1ccccc1)C(=O)O)n2C
30: NC(=O)CC1C(=O)N(c2ccccc2)C(=S)N1NC(=O)c1ccccc1 (stereo not drawn)
31: CCC1CN(C(=O)NCc2ccc(F)cc2)c2cc(Cl)ccc2O1 (stereo not drawn)
32: C=CCOc1ccnc(-c2ccccc2)n1
assay / compound	25	26	27	28	29	30	31	32
LAP4-GFP MLPCN	89	96	99	75	102	101	97	90
RPL19A TOR yeast	104	104	108	112	110	100	98	100
MEP2-GFP yeast	105	100	108	103	114	105	103	105

# Some of the entries above in another layout:
cpd | LAP4-GFP MLPCN | RPL19A TOR yeast | MEP2-GFP yeast | canonical_smiles
28 | 75 | 112 | 103 | C=CCOc1ccc(/C=N/NC(=O)C2CCCC2)cc1OCC
29 | 102 | 110 | 114 | COc1ccc(OC)c2c1cc(C(=O)N[C@@H](Cc1ccccc1)C(=O)O)n2C

# Next structures
33: COc1ccccc1C(=O)NC(=O)COC(=O)C1CC2CCCC(C1)C2=O (stereo not drawn)
34: O=C(O)c1ccc(NC(=O)c2ccc(COc3ccc(Cl)cc3)o2)cc1
35: CCCC[n+]1ccn(-c2nc3c([N+](=O)[O-])cccc3n2C)c1
36: COc1ccc(Cl)cc1C(=O)Nc1ccc(OCC(=O)N2CCOCC2)cc1
37: CCOc1ccc(OCc2ccc(C(=O)NC(C)(C)C)o2)cc1
38: Cc1ccc(NC(=O)Nn2cnnc2)cc1
39: Cc1noc(C(=O)Nc2ccc(F)cc2F)c1Cl
40: O=C(NCc1ccc2c(c1)OCO2)Nc1ccc([N+](=O)[O-])cc1
assay / compound	33	34	35	36	37	38	39	40
LAP4-GFP MLPCN	89	88	99	69	105	76	96	79
RPL19A TOR yeast	106	104	102	115	106	114	106	108
MEP2-GFP yeast	104	102	106	101	111	101	111	100

41: CN(C(=O)c1ccoc1)c1ccc2ccccc2c1
42: CCOC(=O)C1CCCN(C(=O)c2cc(COc3ccc(C)nc3)on2)C1 (stereo not drawn)
43: O=C(CCN1CCN(Cc2ccccc2)CC1)NNC(=O)Nc1cccc([N+](=O)[O-])c1
44: O=C(N/N=C/c1coc2ccc(Cl)cc2c1=O)c1ccc(O)cc1
45: COc1cc(C(=O)N/N=C/c2ccc(OC(=O)c3cccc(C)c3)cc2)ccc1O
46: COc1ccccc1N1C(N)=NC(N)=NC12CCCCC2
47: CCC1CCCCN1CC(=O)c1c(C)[nH]c2cc(C)ccc12 (stereo not drawn)
48: CC(C)n1cc(CN2CCC(n3nccc3NC(=O)CCCc3ccccc3)CC2)cn1
assay / compound	41	42	43	44	45	46	47	48
LAP4-GFP MLPCN	93	69	74	130	77	87	76	63
RPL19A TOR yeast	110	118	116	99	121	101	96	106
MEP2-GFP yeast	107	100	100	106	107	101	96	96

49: CCc1ccc(NC(=O)NNC(=O)c2ccc3ccccc3c2O)cc1
50: COc1cc(OC)c(OC)cc1/C=C(\C#N)C(=O)NCc1cccs1
51: O=C(O)c1ccc(/C=N/N2CCN(c3ccccc3)CC2)cc1
52: Cc1ccc(C(C)NC(=S)NC2CCCCC2)c(C)c1 (stereo not drawn)
53: COc1cccc(/C=C2/C(=O)NN(c3ccc(Br)cc3)C2=O)c1O
54: O=C1ON=C(c2ccc([N+](=O)[O-])cc2)/C1=C/c1ccccc1O
55: COc1ccc(/C=C/C(=O)C(C)(C)C)cc1OC
56: O=C(c1cccnc1)N1CCN(S(=O)(=O)c2cccc(Cl)c2)CC1
assay / compound	49	50	51	52	53	54	55	56
LAP4-GFP MLPCN	74	77	96	86	97	99	125	84
RPL19A TOR yeast	112	114	100	117	96	101	103	107
MEP2-GFP yeast	102	114	101	106	122	116	109	104

57: CC(=O)Nc1ccc(Nc2cc(N(C)C)c3nonc3c2[N+](=O)[O-])cc1
58: COc1ccc(-c2cc3ccc(OC(C)C(=O)O)cc3oc2=O)cc1 (stereo not drawn)
59: COc1cc(NC(=S)N2CCN(S(C)(=O)=O)CC2)cc(OC)c1
60: CC(=O)Nc1ccc(S(=O)(=O)NC(C)c2ccccc2)cc1 (stereo not drawn)
61: CC(C)(C)c1ccc(/C=N/NC(=O)C2CCCC2)cc1
62: Cc1cc(C)c(S(=O)(=O)Nc2c(C)n(C)n(-c3ccccc3)c2=O)cc1[N+](=O)[O-]
63: O=C(NNC(=O)c1ccc(Br)s1)NC1CCCCC1
64: Cc1cccc(C)c1NC(=O)N1CC=CCC1
assay / compound	57	58	59	60	61	62	63	64
LAP4-GFP MLPCN	96	95	66	97	76	88	82	90
RPL19A TOR yeast	104	103	101	103	116	100	117	99
MEP2-GFP yeast	111	110	100	108	100	104	111	112

65: O=C(N/N=C/c1cc(Br)c(O)c(Br)c1)c1cc2c(ccc3ccccc32)o1
66: CCCn1ncc(CN2CCC(n3nccc3NC(=O)c3ccccc3OC)CC2)c1C
67: O=C(Nc1cccc2ccccc12)NC1CCCCC1
68: CC(CNC(=O)c1cccc(Br)c1)n1cncn1 (stereo not drawn)
69: COCCN(C(=O)COC(=O)/C(=C/c1ccccc1)NC(C)=O)c1c(N)n(Cc2ccccc2)c(=O)[nH]c1=O
70: Cc1ccc(C(=O)NCCc2nnc(SCC(=O)Nc3cccc(C(=O)O)c3)n2C)cc1
71: CCc1ccccc1NC(=S)Nn1cnnc1
72: CCOC(=O)C1=C(c2ccccc2)NC(=O)NC1c1cc(OCC)c(O)c([N+](=O)[O-])c1 (stereo not drawn)
assay / compound	65	66	67	68	69	70	71	72
LAP4-GFP MLPCN	85	81	96	102	83	75	68	86
RPL19A TOR yeast	113	106	102	104	107	119	112	102
MEP2-GFP yeast	110	99	100	102	100	102	102	108

73: COCCNC(=O)CCc1nc2cccnc2n1Cc1ccc(OC)cc1
74: O=C(Nc1ccc(Cn2ccnc2)cc1)c1cccc(C(F)(F)F)c1
75: CC1CCC(NC(=O)C2CCC(CNS(=O)(=O)c3ccccc3)CC2)CC1 (stereo not drawn)
76: COc1cccc(CN2CCCC(C(=O)Nc3ccc(-c4cscn4)cc3)C2)c1 (stereo not drawn)
77: N#C/C(=C\c1c(N2CCN(c3ccccc3)CC2)nc2ccccn2c1=O)C(N)=O
78: COc1ccccc1NC(=O)NNC(=O)c1ccc2ccccc2c1O
79: COC(=O)[C@@H]1CC(O)CN1C(=O)C12CC3CC(CC(C3)C1)C2 (stereo partly drawn)
80: CN1CCN(C(=O)c2ccc(CNS(=O)(=O)c3ccc(F)c(Cl)c3)cc2)CC1
assay / compound	73	74	75	76	77	78	79	80
LAP4-GFP MLPCN	113	99	111	74	99	82	99	77
RPL19A TOR yeast	114	105	108	118	41*	114	108	101
MEP2-GFP yeast	110	108	111	99	260*	102	116	97

# The last 3 records of the part before come first, to join the parts:
78: COc1ccccc1NC(=O)NNC(=O)c1ccc2ccccc2c1O
79: COC(=O)[C@@H]1CC(O)CN1C(=O)C12CC3CC(CC(C3)C1)C2 (stereo partly drawn)
80: CN1CCN(C(=O)c2ccc(CNS(=O)(=O)c3ccc(F)c(Cl)c3)cc2)CC1
81: Cc1ccccc1CN(C)C(C)C(=O)NCc1ccccc1 (stereo not drawn)
82: O=C(NCC1CCCO1)c1ccc([N+](=O)[O-])o1 (stereo not drawn)
83: CCOc1ccc(NC(=O)NC2CCCCCCC2)cc1
84: CCc1nc2oc3ccc(C)cc3c(=O)c2cc1C(=O)OC
85: COc1cc2c(cc1OC)C(c1cc(Br)c(OC)c(OC)c1)CC(=O)N2 (stereo not drawn)
86: COc1cc(CN2CCN(Cc3c[nH]c4ccccc34)CC2CCO)cc(OC)c1 (stereo not drawn)
87: COc1cc(OC)c(OC)cc1CN1CCSCC1
88: CNC(=S)N1CCC(Cc2ccccc2)CC1
assay / compound	78	79	80	81	82	83	84	85	86	87	88
LAP4-GFP MLPCN	82	99	77	94	69	66	80	98	94	100	83
RPL19A TOR yeast	114	108	101	102	104	111	97	102	103	105	112
MEP2-GFP yeast	102	116	97	100	93	95	92	105	108	101	100

89: COC(=O)c1sccc1NC(=O)Nc1ccc(C)cc1
90: O=C(O)CCCN1C(=O)c2ccccc2Sc2ncccc21
91: CC(C)C[C@H](NC(=O)c1cc2cc(Cl)ccc2n1C)C(=O)N1CCC(C(=O)O)CC1
92: CC(=O)Nc1ccc(S(=O)(=O)NC2C3(C)CCC(C3)C2(C)C)cc1 (stereo not drawn)
93: O=[N+]([O-])c1cccc(NC(=S)N2CCN(c3ccccn3)CC2)c1
94: O=C(CCC(=O)Nc1cccc([N+](=O)[O-])c1)N/N=C/c1cccs1
95: Cc1ccc(NC2CCCN(C(=O)CSc3ccccn3)C2)cc1C (stereo not drawn)
96: O=C(Nc1cccc2ncccc12)c1cccc(Br)c1
assay / compound	89	90	91	92	93	94	95	96
LAP4-GFP MLPCN	93	96	99	101	72	74	95	109
RPL19A TOR yeast	114	112	102	102	116	114	103	99
MEP2-GFP yeast	107	101	104	109	104	105	100	102

97: O=C(O)CCC(=O)Nc1cccc(-c2nc3ccccc3o2)c1
98: O=S(=O)(c1ccccc1)N1CCN(C(=S)Nc2ccccc2)CC1
99: CC(=O)NC(c1ccc(C)cc1)c1cc(Cl)c2cccnc2c1O (stereo not drawn)
100: CC(=O)Nc1ccc(S(=O)(=O)N2CCN(c3ccc([N+](=O)[O-])cc3)CC2)cc1
101: Cc1onc(-c2ccccc2Cl)c1C(=O)N(C)Cc1ccccc1
102: Nc1ccc(C(=O)N/N=C/c2cccc(Oc3ccccc3)c2)cc1
103: CC(C)Oc1cccc(C(=O)N/N=C/c2ccoc2)c1
assay / compound	97	98	99	100	101	102	103
LAP4-GFP MLPCN	105	72	97	99	100	89	73
RPL19A TOR yeast	95	112	97	105	108	108	111
MEP2-GFP yeast	135	101	104	106	110	109	103
